GAA850 FXN act = increases GAA850 frataxin promoter reporter activity | HEK293 lucGAA850 FXN promoter luciferase reporter, 24 h; percent of 10 µM SAHA response | activation, % at 6 µM | hit rate 0.56% among 360,000;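 active means activation above the average of all compounds screened plus 3 SD, cutoff fixed separately per campaign, cut at about 7.5% in these data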;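 further: 0% = DMSO wells and 100% = 10 µM SAHA wells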
hcDAF12 agonist = activators of H. contortus DAF-12 nuclear receptor | activation, % at 6.8 µM | hit rate 1.4% among 370,000 | HEK293 hcDAF-12 lit1-tk-luc reporter, luminescence; 0% DMSO, 100% Δ7-dafachronic acid;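 active means activation above the mean of all tested compounds plus 3 SD, cut at about 5.5% in these data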;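 further: 100% = response to 3 µM Δ7-dafachronic acid high control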
ssDAF-12 act = activators of S. stercoralis DAF-12 nuclear receptor; activation, % at 6.8 µM; AID 652126; hit rate 1% among 370,000; HEK293 ssDAF-12/GRIP1 lit1-tk-luc reporter, luminescence; % of 3 µM dafachronic acid response;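 active means activation above the mean over all tested compounds plus 3 SD, cut at about 0.9% in these data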;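 further: 0% = DMSO-only wells and 100% = 3 µM delta7-dafachronic acid wells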
PLCb3 inh = inhibitors of human phospholipase C beta3; AID 720704; Q01970; inhibition, % at 12.2 µM; hit rate 0.18% among 370,000; Purified PLC-beta3, fluorogenic substrate, fluorescence; in the data active means inhibition above about 11%;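 further: 0% = median of compound wells on plate and 100% = full blocker control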
DAX1 inh-1 = inhibits human nuclear receptor DAX1; P51843; HEK293 Gal4-DAX1 luciferase reporter, luminescence; inhibition, % at 6.75 µM; hit rate 0.99% among 340,000; AID 504766;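 active means inhibition above the mean over all tested compounds plus 3 SD, cut at about 4.2% in these data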;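 further: 0% = DAX1-transfected cells with DMSO and 100% = empty-vector control cells with DMSO; inhibition shows as a rise in luminescence from relieved DAX1 repression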
Target sequence (P51843 207-470 limits assumed): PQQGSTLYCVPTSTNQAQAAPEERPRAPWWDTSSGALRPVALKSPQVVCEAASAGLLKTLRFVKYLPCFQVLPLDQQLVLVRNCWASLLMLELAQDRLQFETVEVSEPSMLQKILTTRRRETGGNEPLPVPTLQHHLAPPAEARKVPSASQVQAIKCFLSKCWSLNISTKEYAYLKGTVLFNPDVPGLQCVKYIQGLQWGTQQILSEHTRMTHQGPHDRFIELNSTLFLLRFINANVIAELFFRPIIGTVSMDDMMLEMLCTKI
PLC-gamma1 inh = PLC-gamma1 (human) inhibition, primary screen; purified PLC-gamma1, fluorogenic substrate, fluorescence; inhibition, % at 12.2 µM; hit rate 0.84% among 370,000; in the data active means inhibition above about 9.5%
sPLA2-III inh = Blocks human group III sPLA2 activity; Q9NZ20; QFRET BODIPY PC-A2 liposome hydrolysis, fluorescence; inhibition, % at 12.2 µM; hit rate 0.56% among 370,000; AID 743126;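 active means inhibition above mean plus 3 SD of compounds lying within the high and low control bounds, cut at about 19% in these data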;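 further: 0% = median of test compound wells and 100% = no enzyme DMSO wells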
Target sequence (Q9NZ20 whole entry, looked up): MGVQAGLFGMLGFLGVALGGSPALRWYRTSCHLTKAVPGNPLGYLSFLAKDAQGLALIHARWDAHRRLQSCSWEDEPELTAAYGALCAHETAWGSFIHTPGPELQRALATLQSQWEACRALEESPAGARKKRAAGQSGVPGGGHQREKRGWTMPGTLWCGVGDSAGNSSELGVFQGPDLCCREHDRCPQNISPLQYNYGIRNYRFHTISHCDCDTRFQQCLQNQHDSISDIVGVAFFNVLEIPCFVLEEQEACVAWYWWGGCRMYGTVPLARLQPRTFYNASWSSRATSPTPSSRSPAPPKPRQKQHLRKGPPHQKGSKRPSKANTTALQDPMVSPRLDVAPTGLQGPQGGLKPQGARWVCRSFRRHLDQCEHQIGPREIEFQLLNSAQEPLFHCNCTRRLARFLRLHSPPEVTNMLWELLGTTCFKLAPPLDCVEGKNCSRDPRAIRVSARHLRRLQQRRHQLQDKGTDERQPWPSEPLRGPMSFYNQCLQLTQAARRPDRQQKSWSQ
hgDAF12 agonist = activates the H. glycines DAF-12 receptor ligand-binding domain; HEK293 GAL4-hgDAF12 UAS-luciferase reporter, agonist luminescence; normalized to butyrate control; activation, % at 6.8 µM; hit rate 1.8% among 370,000;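 active means activation above a cutoff set at the mean of all screened compounds plus 3 SD, cut at about 10% in these data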;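 further: 0% = DMSO wells and 100% = sodium butyrate wells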
ADAM10 inh = inhibits human ADAM10; O14672; recombinant ADAM10, EDANS/DABCYL FRET peptide cleavage, 3 h; inhibition, % at 7 µM; hit rate 0.62% among 370,000; AID 720582;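 active means inhibition above a per-campaign cutoff equal to the mean of compounds falling between control-based bounds plus 3 SD, cut at about 20% in these data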;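 further: 0% = DMSO wells while the 100% control is not disclosed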
DAX1 inh-2 = inhibitors of DAX1 repression of SF-1 activated StAR promoter; HEK293T StAR-luciferase reporter, SF-1/DAX-1 repression relief; inhibition, % at 6.8 µM; hit rate 1.1% among 370,000; AID 652010;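 active means inhibition above the mean over all tested compounds plus 3 SD, cut at about 3.6% in these data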;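 further: 0% = DAX-1 cells with DMSO and 100% = cells lacking DAX-1 with DMSO; higher inhibition means more luminescence from relief of DAX-1 repression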
ADAM17 inh = ADAM17 inhibition, QFRET primary screen. recombinant ADAM17, EDANS/DABCYL FRET peptide cleavage. inhibition, % at 6.95 µM. hit rate 0.83% among 370,000. P78536. AID 720648;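 active means inhibition above the mean of compounds lying between control limits plus 3 SD, set per campaign, cut at about 8.5% in these data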;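 further: 0% = DMSO-only wells as the low control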
* = called active by the depositor; i = inactive; x = not tested or not shown. A portion of the library; rates above refer to the full screens.

Each structure is followed by: GAA850 FXN act	hcDAF12 agonist	ssDAF-12 act	PLCb3 inh	DAX1 inh-1	PLC-gamma1 inh	sPLA2-III inh	hgDAF12 agonist	ADAM10 inh	DAX1 inh-2	ADAM17 inh
> COc1ccccc1-n1c(O)c(/C=C2\C=Nc3ccccc32)c(=O)[nH]c1=O
    2.0	4.2	0.3	-2	1.1	1	0	1.8	-2	0.3	-2
> Cc1nc2ccccc2c(=O)n1-n1cnnc1
    -0.4	-1.9	-1.8	-3	-0.6	-1	-1	-3.0	-7	0.3	1
> COC(=O)C[C@]1(C(=O)OC)CN(C#N)N(c2ccc(Cl)cc2)C12c1ccccc1-c1ccccc12
    -15	-7.9	-3.3	-41	-5.6	4	-11	-18	31*	-4.5	7
> CCn1ccnc1CN1CCCC(C(=O)c2ccc(OC)cc2OC)C1 (centres undefined)
    -0.2	0.5	-2.1	-3	-2.6	0	3	-4.0	-4	-1.7	-5
> CCOC(=O)[C@]12Cc3ccccc3[C@H]1N(Cc1ccccc1)C(=O)c1ccccc12
    -0.6	-0.6	-0.5	3	2.7	2	3	-1.6	5	0.7	4
> CCOC(=O)C1(CCCc2ccccc2)CCN(C2CCC2)CC1
    -0.1	-1.1	-0.7	3	1.0	-1	-1	-1.1	9	0.1	-2
> COc1ccc(O)c2c(=O)c3c(OC)cc4c(c3oc12)C1C=COC1O4 (centres undefined)
    -4.0	0.6	-0.6	5	-0.2	2	-4	0.8	-8	-2.0	-1
> C[C@]12CCC(=O)C=C1CCC1C2CC[C@@]2(C)C1CC[C@@H]2O (some centres undefined)
    1.0	-2.2	-1.2	9	-0.8	1	-5	0.2	5	-0.1	7
> Cc1cc(Cl)ccc1OC(C)C(=O)O (centres undefined)
    2.1	-2.9	-1.0	-2	-1.0	-3	-3	1.7	1	-0.2	-4
> CN[C@@H](C)[C@@H](O)c1ccccc1
    0.3	-1.5	-1.0	0	1.3	-1	-3	-1.7	-5	-0.8	-5
> COc1ccc(C(=O)N2Cc3cnnn3-c3ccccc3C2C#N)cc1 (centres undefined)
    -0.3	1.8	-0.4	2	0.6	0	3	-0.5	-3	0.6	-3
> CN1C(=O)N(C)C(=O)C2(Sc3ccccc3C2=O)C1=O
    -1.0	-0.3	-1.0	-120	0.3	-97	3	0.8	-341	-0.4	-91
> CCC1C(C#N)=C(N)Oc2c1c(=O)oc1ccccc21 (centres undefined)
    3.3	-1.7	-0.8	-19	-0.5	-8	4	0.3	-19	-0.1	-9
> COc1ccc(CCC(=O)NCCc2cnc[nH]2)cc1
    1.9	-0.9	-1.0	1	1.1	-2	0	-2.0	-10	0.0	0
> Clc1ccc2c(N3CCNCC3)ccnc2c1
    -1.0	-0.4	-1.6	-4	0.6	-1	-2	-1.4	1	-0.8	-2
> O=C1NC(=O)C(Nc2ccccc2)C(=O)N1
    -1.3	-0.5	-0.8	-3	1.4	-1	-3	4.4	2	0.8	0
> O=C1NC(=S)N(C2CC2)C(=O)/C1=C/c1ccc2c(c1)CCN2CCCCl
    -1.4	3.8	0.6	-22	-0.2	-11	7	6.1	-8	-1.2	-6
> COC(=O)C1=C(c2c(C)noc2C)C[C@@H]2CC[C@H]1N2C(=O)NC1CC1
    -1.2	-0.4	-1.1	1	1.5	1	4	0.3	7	0.1	-6
> CCn1c(=O)cc(OCC(=O)N2CCC3(CC2)OCCO3)c2ccccc21
    2.2	1.4	-1.0	7	4.4*	2	0	0.4	-2	0.9	0
> CC(Cc1ccccc1)[n+]1cc(/N=C(\[O-])N(C)C)on1 (centres undefined)
    0.2	-0.8	-0.6	3	0.7	4	4	2.3	11	0.2	-2
> Cc1ccnc(-n2c(C)cc(/C=C3\C(=O)NC(=S)N(C)C3=O)c2C)c1
    3.7	0.0	-2.0	-10	-1.1	-11	8	-3.7	-18	-0.1	-8
> CCCC[N+]12CCC(CC1)C(C(=O)c1cccs1)C2 (centres undefined)
    0.2	2.4	-0.6	-6	-0.5	-5	6	-0.5	-1	1.1	0
> Cc1ccccc1[N+](=O)[O-]
    -1.0	0.5	-1.6	1	-0.1	0	1	2.0	-5	-0.2	-3
> C[C@H](NC(=O)CCC(=O)N1C[C@H]2C[C@H](C1)c1cccc(=O)n1C2)c1ccccc1
    -1.1	-1.7	-4.0	0	3.4	0	11	-0.4	-10	2.6	-1
> O=C1NC(=O)C(CCc2ccccn2)(Cc2ccc3c(c2)OCO3)C(=O)N1CCc1ccccc1 (centres undefined)
    -0.9	-0.7	-1.3	-1	-0.5	2	-2	-1.1	-10	-0.2	-3
> Cc1ccc(C)c(Cn2c(C(=O)O)c(C=O)c3ccccc32)c1
    1.9	1.4	-1.7	-5	-1.0	-3	-4	1.6	-3	-0.5	0
> CN1CC(C(=O)c2ccc([N+](=O)[O-])cc2)C(c2ccc(Cl)cc2)C1 (centres undefined)
    -1.4	-2.8	-1.1	-3	0.6	2	1	-3.2	-1	-0.1	-4
> CCC1(c2ccccc2)C(=O)NC(=O)NC1=O
    2.0	0.6	-0.8	1	0.2	2	0	-0.3	-3	0.0	0
> CCN(CC)C(=O)c1ccc(NC(=O)c2cc(-n3cnnc3)ccc2Cl)cc1
    -1.5	-1.3	-0.9	3	1.4	8	5	1.8	11	0.3	2
> COC(=O)C1=C(c2ccc(C(C)=O)cc2)C[C@@H]2CC[C@H]1N2C(=O)NC(C)C
    -2.4	-1.0	-0.6	0	-0.2	-2	-3	2.1	-9	-0.3	-7
> COC1=C[C@@H]2C3=C([C@@H]2C1=O)[C@@H](NC(C)=O)CCc1cc(OC)c(OC)c(OC)c13
    -2.0	-2.1	-1.2	0	-0.8	1	3	2.5	-5	0.4	-7
> COc1cc(C(=O)NC(=S)N2C[C@H]3C[C@H](C2)c2cccc(=O)n2C3)cc(OC)c1OC
    1.2	1.2	-1.3	5	0.5	-1	8	0.7	-14	0.0	1
> Cc1cccc(-n2c(/C=C/c3ccccn3)nc3ccccc3c2=O)c1
    1.3	-0.8	-0.7	-8	-0.3	-3	0	2.2	0	-0.9	2
> CN1CCCN(C(=O)COc2ccc(Br)cc2)CC1
    1.8	0.7	0.1	-6	1.6	3	5	1.6	-8	-0.2	3
> CC(CC(C#N)(c1ccccc1)c1ccccc1)N1CCCCC1 (centres undefined)
    1.1	-0.3	-0.5	0	-0.7	5	5	1.3	-9	-0.6	-4
> Cc1ccc(C)c(NC(=S)NCCc2cnc[nH]2)c1
    0.9	-0.8	-1.2	1	-0.1	-17	16	-0.5	0	0.1	-1
> CCCCOP(=O)(OCCCC)/C(C#N)=C(/C)O
    1.1	-0.5	-1.3	6	-0.6	9	-9	0.7	3	-0.2	-1
> CC(=O)NC1CC2CCCC(C1)N2 (centres undefined)
    0.6	-2.5	-1.3	4	0.1	4	2	0.2	4	0.0	-3
> CC1(C)CN(S(=O)(=O)OCC(Cl)(Cl)Cl)C(=O)N1
    0.9	-0.6	-1.3	7	0.6	9.8*	8	2.3	4	0.1	3
> Cn1cc2c([N+](=O)[O-])cc([N+](=O)[O-])cc2n1
    x	-1.6	-1.2	-2	x	0	5	0.2	1	-1.6	0
> CCc1nc2ccccc2c(=O)n1-c1cccc(OC)c1
    3.6	-0.7	-1.2	1	1.0	2	5	-3.3	7	-0.5	-2
> C=C1[C@H]2CC[C@H]3[C@]4(C)C[C@H](O[C@@H]5OC(CO)[C@@H](OSOOO)[C@H](OS(=O)(=O)O)[C@H]5OC(=O)CC(C)C)C[C@@H](C(=O)O)[C@H]4CC[C@]3(C2)[C@H]1O (some centres undefined)
    -0.2	-0.4	-0.6	12*	1.6	3	9	1.2	17	0.8	2
> CC(=O)NN1C(=O)c2ccccc2NC1c1cccnc1 (centres undefined)
    1.4	1.4	-1.5	-313	0.8	-256	3	3.5	i	0.2	-176
> N[C@@H]1CC[C@@]2(O)[C@H]3Cc4ccc(O)c5c4[C@@]2(CCN3CC2CC2)C1O5 (some centres undefined)
    -0.3	-0.4	-0.6	-5	0.1	-3	8	0.6	-18	0.9	-3
> COc1cccc(NP(=O)(Oc2ccccc2Cl)Oc2ccccc2Cl)c1
    2.2	-2.3	-1.4	0	-0.3	2	-37	-0.9	23*	-0.7	10*
> Cc1ccc(-c2nc3ccccc3c(=O)n2-c2ccc(O)cc2)cc1
    0.1	-0.8	-1.3	1	-0.4	-3	-14	-2.8	-8	-0.3	-2

Laid out differently: entries from further up.
compound	GAA850 FXN act	hcDAF12 agonist	ssDAF-12 act	PLCb3 inh	DAX1 inh-1	PLC-gamma1 inh	sPLA2-III inh	hgDAF12 agonist	ADAM10 inh	DAX1 inh-2	ADAM17 inh
CCc1nc2ccccc2c(=O)n1-c1cccc(OC)c1	3.6	-0.7	-1.2	1	1.0	2	5	-3.3	7	-0.5	-2
COc1cccc(NP(=O)(Oc2ccccc2Cl)Oc2ccccc2Cl)c1	2.2	-2.3	-1.4	0	-0.3	2	-37	-0.9	23*	-0.7	10*
Cc1cccc(-n2c(/C=C/c3ccccn3)nc3ccccc3c2=O)c1	1.3	-0.8	-0.7	-8	-0.3	-3	0	2.2	0	-0.9	2
CC1(C)CN(S(=O)(=O)OCC(Cl)(Cl)Cl)C(=O)N1	0.9	-0.6	-1.3	7	0.6	9.8*	8	2.3	4	0.1	3

Screening results (PubChem)
